Screening results as filed in PubChem BioAssay.
ALOX12 inh = ALOX12 (human) lipoxygenase inhibition; P18054; purified 12hLO, xylenol orange hydroperoxide absorbance; 580,000 tested, 1.1% active; AID 1671190; Potency, µM (highest dose often 108 µM), for inactives: top-dose activity change, negative = inhibition, hits mostly inhibitors; active means well fitted inhibition curve with a large enough effect; inconclusive means small, poorly fitted or top-dose-only effect, or another doubt; inactive means no such curve, though single readings can be large or run the other way
Target sequence (P18054 whole entry, looked up): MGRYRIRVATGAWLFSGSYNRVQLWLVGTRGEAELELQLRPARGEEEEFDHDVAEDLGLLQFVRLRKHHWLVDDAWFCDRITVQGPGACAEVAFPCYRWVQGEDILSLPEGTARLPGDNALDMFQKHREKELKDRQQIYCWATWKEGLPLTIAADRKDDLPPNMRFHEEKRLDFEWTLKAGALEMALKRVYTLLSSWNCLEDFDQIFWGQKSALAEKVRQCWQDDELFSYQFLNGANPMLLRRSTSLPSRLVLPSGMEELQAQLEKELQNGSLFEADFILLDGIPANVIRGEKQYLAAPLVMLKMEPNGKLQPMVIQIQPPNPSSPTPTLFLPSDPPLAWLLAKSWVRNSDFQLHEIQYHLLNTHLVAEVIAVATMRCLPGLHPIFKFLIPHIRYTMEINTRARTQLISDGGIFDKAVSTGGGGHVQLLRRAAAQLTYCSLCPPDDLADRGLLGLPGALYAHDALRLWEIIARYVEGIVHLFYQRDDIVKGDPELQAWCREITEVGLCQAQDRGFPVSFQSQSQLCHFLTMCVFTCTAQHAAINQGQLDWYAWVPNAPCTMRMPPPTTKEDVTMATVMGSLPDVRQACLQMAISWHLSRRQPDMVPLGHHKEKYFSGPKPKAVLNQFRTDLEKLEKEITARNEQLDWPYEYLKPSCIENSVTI
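Purified human 12hLO at 150 nM in 25 mM Hepes, 0.01% Triton X-100, pH 7.0, preincubated 15 min at room temperature with compound. Reaction started with 40 uM arachidonic acid, 30 min at room temperature. Hydroperoxide measured by Fe-xylenol orange, 573/405 nm absorbance ratio.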
An asterisk follows results filed as active; u = inconclusive; & = joins results of further samples; [ ] = remark or other dose. On the % scale 0 is the no-effect control and ±100 the full control effect; potency means the concentration at half of the fitted maximal effect.

SMILES	ALOX12 inh
C=CCN1CC2(CCC1=O)CCN(C(=O)[C@@H](O)Cc1ccccc1)CC2	12.9%
CCC/C(=N\NC(=O)Cc1ccc(Cl)c(Cl)c1)c1ccc(Cl)cc1	1.0%
Cc1ccc2c(c1)nc1n2[C@@H](CNCc2ccc(S(C)(=O)=O)cc2)COC1	38.5%[activator][176 µM]
COCCn1c(SCc2ccccc2C#N)nnc1-c1ccc(Cl)cc1	-33.7%
CC(C)N1C[C@@H]2OCC(=O)N(Cc3ccccc3)[C@@H]2C1	-7.2%[176 µM]
CN1CCN([C@H]2CCN(C(=O)c3c(Cl)cnn3C)C[C@H]2CCC(=O)O)CC1	63.2%[activator]
COC(=O)[C@]12C[C@H](CC(=O)NCc3ccc(OC)c(OC)c3)C(=O)N(Cc3ccco3)C1=C[C@H](COCc1ccccc1)O[C@@H]2C	16.8%
COc1ccc(NC(=O)C2C(c3ccc4c(c3)OCO4)=Nc3ccccc3N2C(=O)c2cccc(C(F)(F)F)c2)cc1 (stereo unspecified)	u
Cc1ccc(C)c(S(=O)(=O)N2CCN(C(=O)CSc3nnnn3C3CC3)CC2)c1	14.3%
Cc1nnc(-c2cc(-c3ccccc3Oc3ccccc3)ccn2)n1C	4.2%[176 µM]
COc1cc(CN2CCOc3ccc(CN4CCC(Oc5cccnc5)CC4)cc3C2)ccc1F	10.3%
CC1CCN(CCCCNC(=O)CCc2ncc(-c3ccc(F)cc3)o2)CC1	1.2%
Cc1ccc(CN2C[C@@H]3C(=O)N(Cc4ccc5c(c4)OCO5)C(=O)[C@@H]3C2)cc1C	10.0%
O=C(CCc1cccs1)Nc1cccc(C(=O)N2CCCC2)c1	-21.9%
COc1ccc(CN2CC[C@H](c3nc4c(C(N)=O)cccc4[nH]3)C2)cc1	34.6%[activator][176 µM]

Continued (two carried over from the part before).
SMILES	ALOX12 inh
O=C(CCc1cccs1)Nc1cccc(C(=O)N2CCCC2)c1	-21.9%
COc1ccc(CN2CC[C@H](c3nc4c(C(N)=O)cccc4[nH]3)C2)cc1	34.6%[activator][176 µM]
CC(OC(=O)c1cc2ccccc2[nH]1)C(=O)Nc1ccccc1 (stereo unspecified)	3.0%
COc1ccc(C(=O)OCCN2CCN(C3CN(Cc4cn(Cc5ccccc5C(F)(F)F)nn4)S(=O)(=O)C3)CC2)cc1OC (stereo unspecified)	u
CCOC(=O)c1[nH]c(C=O)c(CC)c1C	-51.4%
COc1cccc(CCC(=O)N2CCC(C3CCNC3)CC2)c1 (stereo unspecified)	u
Cc1ccc(S(=O)(=O)N2C[C@@H](F)C[C@H]2C(=O)N2CCc3ccccc3C2)cc1Cl	0.9%
COc1ccc(C(=O)N2CCC(n3cc(-c4nc(C(C)C)no4)nn3)C2)cc1 (stereo unspecified)	4.2%
COc1cc(/C=N/OCCOc2ccccc2C(C)=O)cc(Cl)c1OC	-9.6%
Nc1ccc(C(c2ccc(N)cc2)c2ccc(O)cc2)cc1	7.8%
CCOc1ccc(CN2CCC(c3nnc(Cn4cncn4)n3C)CC2)cn1	62.7%[activator]
CCN(CC)C(=O)[C@@H]1CCC[C@@H](NCc2cccc(OC)c2)CN(C)C(=O)C1	55.8%[176 µM]
CCCCN(CCC(=O)NCCc1ccccc1)C(=O)c1cc(C)oc1C	60.5%[activator]
CCOc1ccc(NC(=O)N2CCCC(Cn3cnc4cccnc43)C2)cc1 (stereo unspecified)	25.3%
CCc1cc(N(C)Cc2ccc(OC)c(OC)c2)n2nccc2n1	-0.3%
COc1ccc(-n2[nH]c(CSc3nnnn3-c3ccccc3)cc2=O)cc1	u
Clc1ccc(-n2nnnc2C2(Nc3ccccc3)CCCC2)cc1	-21.2%

Shown field by field: part of the list above.
COc1cccc(CCC(=O)N2CCC(C3CCNC3)CC2)c1 (stereo unspecified)
  ALOX12 inh: u

Cc1ccc(S(=O)(=O)N2C[C@@H](F)C[C@H]2C(=O)N2CCc3ccccc3C2)cc1Cl
  ALOX12 inh: 0.9%

The results go on:
SMILES	ALOX12 inh
Cc1ccc(-c2cnc(CCC(=O)Nc3c(C)cccc3C(C)C)o2)cc1	-23.1%
CC(C)(C)OC(=O)NCCc1nc(NC(=O)OCc2ccccc2)sc1C(=O)O	0.0%
CC(=O)N[C@@H](C(=O)O)C(C)(C)SN=O	236.3%[activator]
O=C(Nc1ccccc1)N(Cc1ccc(Cl)cc1)c1ccccn1	-1.6%
COCCN1CC(CO)C2(CCN(Cc3ccc(OC)cc3OC)CC2)C1 (stereo unspecified)	93.6%[activator]
COc1ccc(OC)c(/C=C2\Oc3cc(OS(=O)(=O)c4ccc(C)cc4)ccc3C2=O)c1	u
O=C(CN1CCCC1=O)N1CCC2(CC1)NCCc1c2[nH]c2ccccc12	8.5%
CCc1cc(=O)oc2cc(C)cc(OCC(=O)NC3CC(C)(C)NC(C)(C)C3)c12	25.2%
COc1ccc(C(=O)/C=C/c2ccc(-c3ccc(OC)cc3)o2)cc1	0.316µM*
CCCc1nc(C(=O)N2CCC3(CC2)C(=O)N(C)c2ccccc23)cs1	11.3%
CN=c1scc(-c2ccccc2)n1C	u
Clc1cccc(Nc2nc(NC3CCCC3)nc3c2cnn3-c2ccccc2)c1	-33.3%
COc1ccc(NC(=O)Cc2c(Cl)cccc2Cl)cc1S(N)(=O)=O	-0.8%
Fc1ccccc1CNC1(Cc2cc(COc3ccccc3)on2)COC1	35.4%[activator][176 µM]
O=C1[C@@H]2C[C@@H](CN2Cc2cnc3ccccc3c2)Oc2ccccc2N1CC1CC1	23.3%[176 µM]
Cc1ccc(F)c(C(=O)N[C@H](Cc2ccccc2)C2CC(O)C2)c1Cl (stereo partly specified)	27.8%
COc1ccc(NCC(=O)NNC(=O)C(Cc2ccccc2)NC(=O)c2cccs2)cc1 (stereo unspecified)	-6.1%
CC(SCc1cccc(C#N)c1)C(=O)NC(C)(C)C (stereo unspecified)	6.6%
CNC(=O)C1CCN(C(=O)c2ccc(-c3ncc4cnc(-c5ccccc5)cn34)cc2)CC1	11.2%
O=C(c1ccc(Cl)nc1)N1CCC(c2nn(-c3ccc(Cl)cc3)c(=O)[nH]2)CC1	u
NCCOc1ccc2c(c1)CCC2	18.8%
Clc1ccc(OCc2ccc(-c3nc(-c4ccc(Br)o4)no3)o2)cc1	u
CSc1cccc(CN(C)C(=O)CC2COCCN2)c1 (stereo unspecified)	-3.8%
O=C(CCS(=O)(=O)c1ccc2c(c1)CCN2C(=O)C1CC1)NC1CCCCCCC1	-4.6%
O=C(Nc1ccc2c(N3CCCC3)ncnc2c1)C1CCCO1 (stereo unspecified)	54.7%[activator]
CC#CCn1cc2c3c(cccc31)[C@H](CC(C)C)N[C@H](C(=O)NCCOC)C2	11.2%[176 µM]
Cc1cc(C)cc(OC(=O)/C=C/c2nc3ccccc3s2)c1	u
COCCNC(=O)[C@H]1C[C@H](Oc2cccnc2)CN1S(=O)(=O)c1ccc(OC)cc1	0.9%
COc1cccc(Nc2ncc(-c3ccccc3OC)c3c2OCC3)c1	-1.9%[176 µM]
C=CCn1c(-c2ccccc2Cl)cn2cc(C(=O)N3CCCC(O)C3)nc2c1=O (stereo unspecified)	27.1%
COc1ccccc1Nc1nc(-c2ccccc2)cs1	-14.3%
CCN(C(=O)Cn1nc(-c2ccc(Br)cc2)ccc1=O)c1cccc(C)c1	u
O=S(=O)(Cc1cccc(F)c1)Cc1nc2ccccc2s1	u
O=c1[nH]nc2n1CCNCC2	39.6%[activator]
Cc1cc(OCCn2c(CNC=O)nc3ccccc32)ccc1Cl	12.8%
O=C(NCc1ccc(-n2cccn2)cc1)c1ccc(Cl)cc1F	-7.8%
CN(Cc1ccccc1)C1CCOC2(CCN(C(=O)NCCc3ccccc3)CC2)C1 (stereo unspecified)	18.3%
Cc1cnc(CCNC(=O)C2CC=CC2)n1C1CC1	62.5%[activator]
COc1ccc2c(C)c(CC(=O)NCc3ccccc3Cl)c(=O)oc2c1	-5.0%
Cc1ccccc1NC1CCn2c(nc(C)c2C(=O)Nc2ccccc2)C1 (stereo unspecified)	37.0%[activator][176 µM]
COC(=O)C1=C(C)NC(C)=C(C(=O)NCCCN2CCC(c3ccccc3)(c3ccccc3)CC2)C1c1ccc([N+](=O)[O-])cc1 (stereo unspecified)	u
COc1cc(CNC(=O)N2CCN(Cc3ccc(Br)s3)CC2)ccc1OC(F)F	10.3%
COc1cccc(N2C(=O)NC(=NC3CCCCC3)C23CCCN(CCC(C)C)C3)c1 (stereo unspecified)	10.0%[6.33 µM]
O=C(NCCc1ccc(F)cc1)c1cc(=O)[nH]c2ccccc12	1.5%
Cc1ccc(-c2noc([C@@H]3Cc4nc[nH]c4CN3C(=O)NC3CCCCC3)n2)cc1	u

As entered above:
COc1ccc2c(C)c(CC(=O)NCc3ccccc3Cl)c(=O)oc2c1 – ALOX12 inh: -5.0%
Cc1ccccc1NC1CCn2c(nc(C)c2C(=O)Nc2ccccc2)C1 (stereo unspecified) – ALOX12 inh: 37.0%[activator][176 µM]
COc1cccc(N2C(=O)NC(=NC3CCCCC3)C23CCCN(CCC(C)C)C3)c1 (stereo unspecified) – ALOX12 inh: 10.0%[6.33 µM]

Later entries:
SMILES	ALOX12 inh
COc1cccc2cc(C(=O)Nc3ccccc3Oc3ccccc3)c(=O)oc12	u
Cc1cc(C(=O)Nc2ccc(S(=O)(=O)N3CCCCCC3)cc2)no1	-14.3%
Cc1cnc(C2CC2)n1C1CCCN(C(=O)c2nn(C)c3ccccc23)C1 (stereo unspecified)	15.3%
O=C(c1ccccn1)N1CCN(C(=O)c2nnn3c2COC(c2ccccc2)C3)CC1 (stereo unspecified)	3.8%
CN(C(=O)Cn1nc(Cc2ccncc2)c2ccccc2c1=O)c1ccccc1F	-7.9%
COc1cc(OC)cc(OC)c1	17.4%&9.0%
CCCCCn1nc(C(=O)Nc2ccc(OC)c(Cl)c2)c2ccccc2c1=O	-29.1%
COc1cc(/C=C2\Oc3c(ccc(OS(C)(=O)=O)c3C)C2=O)cc(OC)c1OC	-22.0%
Cc1ccc(/C=N\NC(=O)c2ccccn2)s1	5.1%
COC(=O)c1ccc(/C=C2\Oc3cc(OS(C)(=O)=O)ccc3C2=O)cc1	12.1%
CCCn1nc(C(=O)OCC(N)=O)c2ccccc2c1=O	2.3%
O=C(CCC(=O)N1CCC(c2noc3ccc(F)cc23)CC1)N1CCOCC1	8.5%
COc1ccc(-c2nn(-c3ccc(C)cc3C)c(OC(C)=O)c2-c2ccc(NC(C)=O)cc2)c(OC)c1	-13.0%
Cn1c(=O)c2c(ncn2CCC(=O)Nc2ccccc2Cl)n(C)c1=O	1.9%
CC(C)CC(=O)N1CCC(Oc2ccccc2)C1 (stereo unspecified)	16.0%
CC(C)(C)NC(=O)CSc1nnc(-c2ccncc2)n1CC(F)(F)F	-13.7%
CN(C)c1ncnc2scc(-c3ccc(Cl)cc3)c12	-19.4%
CC1Cc2cc(S(N)(=O)=O)ccc2N1CC(=O)Nc1ccc(Cl)cc1F (stereo unspecified)	u
CCn1c(NCCO)nc2c1c(=O)n(C)c(=O)n2C	0.7%
CCn1nc(C)c(CNC(=O)c2cc(COc3ccc4ncccc4c3)on2)c1C	13.1%
COCC(=O)Nc1cccc(NC(=O)CC2CCCC2)c1	3.3%
O=C(NC1CCCN(c2cc(-c3ccc(F)cc3)[nH]n2)C1)c1cc(Cl)ccc1F (stereo unspecified)	13.7%
COCC(=O)N(C)C1CCCc2ccccc21 (stereo unspecified)	83.8%[activator][176 µM]
CC1CCC(NC(=O)C(c2ccccc2)c2ccccc2)CC1 (stereo unspecified)	-10.2%
COC(=O)C1=C(C)N=C2SC=C(CC(=O)N3CCCC3)N2C1c1cccc(OC)c1 (stereo unspecified)	55.1%[activator]
Cc1ccc(S(=O)(=O)N2CCC(C(=O)NCc3cnn(-c4ccccc4)c3)CC2)cc1C	-1.3%
COc1ccc(-n2nc(C)c([C@@H]3C=C[C@@H](NC(=O)NC4CCCCC4)C3)c2C)cc1	-7.6%[176 µM]
O=C(c1ccc2c(c1)OCO2)N1CCn2c(nnc2-c2ccncc2)C1	-1.2%[6.33 µM]
Clc1cccc(CN2CC[C@H](c3nc4ccccc4o3)C2)c1	7.5%[176 µM]
O=C(Nc1ccccc1)C1CCCN(c2cnc3nccnc3c2)C1 (stereo unspecified)	u
O=C1C(N2CCN(S(=O)(=O)c3ccccc3)CC2)CCN1CCc1ccccc1 (stereo unspecified)	-9.6%
CN(C)CC1(O)CCCN(c2ncccc2C(N)=O)CC1 (stereo unspecified)	0.6%
CCNC(=O)c1c(C)oc2c1CN(Cc1ccc(Br)o1)CC2	u
CN1Cc2nnn(Cc3ccccc3)c2-c2cc(N3CCCC3)ccc2S1(=O)=O	36.4%[activator]
CCOC(=O)N1c2ccc(C(F)(F)F)cc2[C@@H](N(Cc2cc(C(F)(F)F)cc(C(F)(F)F)c2)C(=O)OC)C[C@H]1CC	7.8%[57.4 µM]
COC1CCN(C(=O)c2cnc3c(c2)N(Cc2ccccc2)CCC3)CC1	u
Cc1noc(C)c1-c1cc2cc(CO)oc2c(-c2cccc(OC(C)C)c2)n1	-28.2%[176 µM]
COc1ccc(C2CC(=O)Nc3c(C(=O)O)cn(-c4ccccc4Cl)c32)c(OC)c1OC (stereo unspecified)	55.0%
C=CCNC(=O)c1cnn2c1CN(C(=O)c1cccnc1)CC2	-6.5%[6.33 µM]
COCCOc1ccc(S(=O)(=O)N(C)C(C)(C)C(=O)OC)cc1	-3.1%
O=C1CCCN1CC1CCN(C(=O)c2ccc(N3CC[C@@H](O)C3)nc2)CC1	8.1%
Cc1cc(C(=O)O)sc1-c1ccc(C(C)(C)C)cc1	2.9%
O=C(c1ccco1)N1CCC(Cc2nc(C3CCOCC3)no2)CC1	37.8%
COc1ccc(C2c3cc(OC)c(OC)cc3CC(=O)N2c2ccc(OC)cc2)cc1 (stereo unspecified)	4.1%

This is a subset. The share of hits here may be higher or lower than overall.
